SW480 rereplic: inducers of DNA re-replication in SW480 colon cancer cells. SW480 DNA re-replication, Hoechst DNA content imaging, 48 h. Potency, µM (highest dose often 46.1 µM), without a hit: at the highest dose re-replication activation, actives largely listed as activators. 340,000 compounds, 1.8% hits; further: potency means the concentration at half of the fitted maximal effect; % of control where 0% means no effect; nearly all actives have a fitted effect of over 55% in size
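Compounds, transferred as 23 nL by pin tool, were incubated with cells for 48 hr; DNA content per nucleus was then quantified by Hoechst staining and fluorescence plate imaging.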
HT1080 IDH1KD tx: kills HT-1080 cells with IDH1 knockdown; Potency, µM (series often up to 46.1 µM), for inactives: at the top dose activity, negative = toxicity, hits mostly cytotoxic; HT-1080 IDH1 knockdown viability, ATP luminescence, 48 h; AID 686971; 360,000 compounds, 2% hits;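 further: potency means the concentration at half of the fitted maximal effect; 0% = DMSO wells and -100% = cell-free medium wells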
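Assay cells: HT-1080 with IDH1 knockdown, 750 per well, RPMI/5% FBS. Exposure: 48 h at 37 °C following 2 h pre-incubation. Read: CellTiter-Glo luminescence; fitted concentration-response, curve class assigned.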
ATXN viability: cell viability loss in ATXN counter-screen; S2 cells (HEK-293 line with an ATXN2-luciferase reporter) viability, CellTiter-Fluor protease fluorescence, 24 h; Potency, µM (titrated, usually from 56.7 µM), hits mostly cytotoxic; 400,000 compounds, 0.49% hits; AID 651635; further: potency means the concentration at half of the fitted maximal effect; nearly all actives have a fitted effect of over 40% in size
ATXN2 expr inh: ATXN2 expression inhibition; HEK-293 ATXN2-luciferase reporter, luminescence, 24 h; 360,000 compounds, 0.72% hits; Potency, µM (top dose mostly 57 µM), for the others: top-dose activity change, negative = inhibition, hits mostly inhibitors; AID 1745845; further: potency means the concentration at half of the fitted maximal effect; on the % scale 0 is the no-effect control and ±100 the full control effect; nearly all actives have a fitted effect of over 55% in size
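qHTS (up to 57 uM final) was run with 24 h compound exposure of reporter cells at 37 °C. Each well was multiplexed: SteadyGlo luminescence measured ATXN2-luciferase expression after a fluorogenic Gly-Phe-AFC viability readout (25 uM final).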
IL1B secr inh: inhibitors of inflammasome signaling (IL-1 beta secretion); THP-1 LPS/ATP IL-1B secretion, AlphaLISA, 16 h; stronger effect = lower value; activity change, % at 57.5 µM; 360,000 compounds, 4.7% hits; AID 743279; in the data active means activity change below about -50%; inconclusive means mostly about -30% to -49%; further: on the % scale 0 is the no-effect control and ±100 the full control effect
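THP-1 cells pretreated 1 hr with compounds (up to 57.5 uM final), then stimulated with LPS (250 ng/mL final) plus ATP (1.25 mM final); secreted IL-1B measured by AlphaLISA after 16 hr, decreased signal indicating inhibition.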
MCF10A rereplic: inducers of DNA re-replication in MCF 10A breast cells; MCF 10A DNA re-replication, Hoechst nuclear intensity, 48 h; 350,000 compounds, 2.9% hits; Potency, µM (top dose mostly 46.1 µM), without a hit: at the highest dose activity, positive = re-replication, usual class: activators; further: potency means the concentration at half of the fitted maximal effect; % of control where 0% means no effect; nearly all actives have a fitted effect of over 50% in size
HT1080-NT tox: kills 2HG-producing HT-1080-NT fibrosarcoma cells. HT-1080-NT fibrosarcoma viability, CellTiter-Glo ATP luminescence, 48 h. Potency, µM (doses to about 46.1 µM), inactives show at the highest dose activity, negative = less viability, hits mostly cytotoxic. 360,000 compounds, 1.6% hits;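 further: NT is the 2HG producing partner of a matched IDH1 knockdown line; potency means the concentration at half of the fitted maximal effect; 0% = DMSO-treated cells and -100% = media-only wells without cells; nearly all actives have a fitted effect of over 55% in size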
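HT-1080-NT; 750 cells/well; 5% FBS RPMI; 48 h compound, 37 degrees C; CellTiter-Glo luminescence; curve fitting and curve-class assignment.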
KB-V1 cytotox: kills drug-selected multidrug resistant KB-V1 cells; KB-V1 MDR cells viability, CellTiter-Glo, 72 h; Potency, µM (highest dose often 46.1 µM), without a hit: at the highest dose activity change, negative = cytotoxicity, actives largely listed as cytotoxic; 400,000 compounds, 3.4% hits; AID 1347076; further: potency means the concentration at half of the fitted maximal effect; on the % scale 0 is the no-effect control and ±100 the full control effect; nearly all actives have a fitted effect of over 60% in size
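Cells of the MDR subline KB-V1 are plated, dosed with compound at multiple concentrations, and incubated 72 h at 37 degrees C; CellTiter-Glo is then added and luminescence read after 10 min.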
KB-3-1 tox: KB-3-1 parental cell cytotoxicity; KB-3-1 viability, CellTiter-Glo ATP luminescence, 72 h; Potency, µM (doses to about 46.1 µM), for inactives: at the top dose activity change, negative = cytotoxic, usual class: cytotoxic; 400,000 compounds, 1.4% hits; AID 1347075; further: potency means the concentration at half of the fitted maximal effect; on the % scale 0 is the no-effect control and ±100 the full control effect; nearly all actives have a fitted effect of over 60% in size
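Cytotoxicity in the drug-sensitive parental line KB-3-1 was scored as loss of CellTiter-Glo luminescence following 72 h incubation with compound. Values come from curve fitting of normalized concentration-response data.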
* hit, by the source's call; i = inactive; ? = inconclusive; / = no result given; [ ] = remark or other dose. Unless noted, the call rests on the fitted dose curve; in most records, active means well fitted curve in the direction sought with a large enough effect; inconclusive means small, poorly fitted or top-dose-only effect, or another doubt; inactive means no such curve, though single readings can be large; an effect the other way counts as inactive or inconclusive.

SMILES | SW480 rereplic | HT1080 IDH1KD tx | ATXN viability | ATXN2 expr inh | IL1B secr inh | MCF10A rereplic | HT1080-NT tox | KB-V1 cytotox | KB-3-1 tox
O=C(Nc1ccc(F)cc1F)N1CCCCCC1 | 4% | 14% | i | 0% | ? | -12% | -2% | 1% | -4%
Cc1cc(OCC(=O)Nc2ccccc2C)no1 | -1% | 15% | i | 17% | -9 | 8% | -1%[9.24 µM] | 8% | 12%
Cc1onc(-c2c(Cl)cccc2Cl)c1C(=O)NC(C)(C)CO | -5% | 0% | i | -5% | -4 | 5% | -1% | 5% | 0%
CCc1ccc(NC(=O)COC(=O)CC2CCCC2)cc1 | 0% | 16% | i | 7% | 8 | -3% | 12% | 3% | 2%
O=C1CNC(=S)N1c1nc2ccccc2s1 | -15% | 6% | i | 13% | 12 | -5% | 2% | 10% | 16%
Cc1ccc(S(=O)(=O)c2nc(NC3CCS(=O)(=O)C3)sc2Cl)cc1 (centres undefined) | 2% | -1% | i | -5% | -6 | -3% | -15% | -10% | -1%
Cc1cc(C)n2cc(CSCc3ccco3)nc2n1 | -39%[inhibitor] | 21% | ? | 14% | 2 | -11% | 30% | -6% | 19%
CC(O)CN(CC(C)O)c1ccc2c(c1)Cc1cc([N+](=O)[O-])ccc1-2 (centres undefined) | 8.2µM* | ? | i | 4% | ? | 12µM* | -21% | 4% | -11%
Cc1cc(C(=O)Nc2ccc(-n3c(C)nc4ccccc4c3=O)cc2)ccc1[N+](=O)[O-] | / | / | i | -15% | / | / | / | 4% | 7%
Cc1ccc(C(=O)Nc2ccc3c(c2)C(=O)N(C)C3=O)c(C)c1 | -15% | 7% | i | 14% | 26 | -12% | -1% | 9% | 5%
CCOc1ccccc1N1CCN(C(=O)CCNS(=O)(=O)c2ccccc2F)CC1 | -4% | 7% | i | 1% | 3 | 0% | -2% | ? | 29%
CCOC(=O)C1CCN(C(=O)c2cc3cc(C)ccc3[nH]2)CC1 | -6% | 7% | ? | / | 24 | 3% | 6% | -1% | 3%
CCOc1ccc(OCC)c(NC(=O)C2CCCN(C(=O)c3ccc(Cl)cc3)C2)c1 (centres undefined) | -1% | 13% | ? | -16% | 0 | 5% | 11% | 7.3µM* | -8%
Cn1c(Cn2c(=O)sc3ccccc32)nnc1SCC(=O)N1CCN(c2ccccc2)CC1 | 3% | 0% | i | -2% | -17 | -2% | -1% | -16% | -17%
CN(C)/C=C(\c1cnc(Cl)s1)S(=O)(=O)c1ccccc1 | 8% | -4% | i | -35% | 0 | 19% | 11% | 6% | -4%
OCC(O)C(O)C(O)C(O)C1NCCS1 (centres undefined) | 5% | ? | i | 1% | 15 | -1% | 6% | 11% | 7%
Cc1ccccc1NCc1ccc(O)c2ncccc12 | 3% | 0.71µM* | i | ? | 45 | ? | 3.2µM* | ? | 0%
CC(C)[C@H](CN1CCC[C@H]1CN1C(N)=NC[C@H]1C(C)C)N1C[C@@H](Cc2ccccc2)N(CCCC2CCCC2)C1=N | -4% | 1% | i | 5% | -60* | ? | 0% | 0% | 0%
CS(=O)(=O)c1ccc(C(=O)OCC(=O)Nc2cccnc2Cl)cc1[N+](=O)[O-] | ? | ? | i | 9% | -96* | 3.7µM* | -28% | -29% | ?
CC(C)CNC(=S)N(CCO)Cc1cc2cc3c(cc2[nH]c1=O)OCO3 | 1% | 10% | i | 6% | ? | -1% | 3% | -1% | 19%
COc1ccc(Cl)cc1S(=O)(=O)n1cnc2ccccc21 | -1% | -8% | i | 3% | 7 | -6% | -6% | ? | -15%
COCCN(CCOC)S(=O)(=O)c1ccc(C(=O)Nc2nnc(COC)o2)cc1 | 4% | -2% | i | 1% | 3 | 6% | 0% | -1% | 1%
COc1ccc(OC)c(Nc2nc(-c3sc(NC(=O)C(C)(C)C)nc3C)cs2)c1 | ? | ? | i | ? | -12 | 27% | -25% | -23% | -10%
CN(C)S(=O)(=O)N1CCN(CC(=O)Nc2ccc(F)cc2)CC1 | -5% | -2% | ? | / | -6 | 9% | -3% | 6% | 5%

Structures listed above shown as hits in SW480 rereplic:
mol | SW480 rereplic | IL1B secr inh
CC(O)CN(CC(C)O)c1ccc2c(c1)Cc1cc([N+](=O)[O-])ccc1-2 (centres undefined) | 8.2µM* | ?

(listing goes on)
SMILES | SW480 rereplic | HT1080 IDH1KD tx | ATXN viability | ATXN2 expr inh | IL1B secr inh | MCF10A rereplic | HT1080-NT tox | KB-V1 cytotox | KB-3-1 tox
CN1CCN(NC(=S)NC2CCCCC2)CC1 | -4% | 14% | i | -12% | -5 | 10% | 7% | -15% | 11%
O=C(CCC(=O)N(CC(=O)NC1CCCC1)Cc1cccs1)Nc1nccs1 | 2% | 0% | i | -21% | 6 | 2% | 6% | 0% | 11%
COCCN(C(=O)COC(=O)/C=C/c1ccco1)c1c(N)n(Cc2ccccc2)c(=O)[nH]c1=O | 0% | 3% | ? | 6% | 5 | 1% | 4% | 10% | -9%
O=[N+]([O-])c1ccc(NCCCN2CCOCC2)c(Cl)c1 | -3% | ? | i | 24% | -21 | -1% | 9%[9.24 µM] | -5% | 5%
CCCc1c(C(=O)N/N=C/c2cccs2)nnn1-c1nonc1N | 5% | -24% | i | -4% | -6 | 6% | -15% | -3% | 14%
O=C(CN1C(=O)NC2(CCCC2)C1=O)N1CCN(c2cccc(C(F)(F)F)c2)CC1 | 1% | -5% | i | -15% | -3 | -1% | -1% | ? | -8%
Cc1cnc(C)c(N2CCC(C(=O)NCc3cccs3)CC2)n1 | 1% | 3% | i | 2% | 26 | 6% | 2% | -17% | 0%
Cc1cc(Cl)ccc1NC(=S)NCCc1ccc(S(N)(=O)=O)cc1 | 11% | -19% | i | -10% | -24 | 9% | -14% | 2% | -1%
COc1cc(CC(=O)OCC(=O)N(C)C2CCCCC2)cc(OC)c1OC | -7% | -1% | i | -26% | 0 | -5% | -3% | 4% | 1%
CN(C(=O)c1ccc(OC2CCN(Cc3ccccn3)CC2)cc1)C1CCCCC1 | 3% | -1% | i | 5% | -7 | -2% | -9% | -12% | -18%
Cc1[nH]n(-c2ccccc2)c(=O)c1CCO | -15% | -1% | i | -4% | 2 | 0% | -10% | -2% | 1%
O=C(CCC1CCCCC1)Nc1nncs1 | 2% | -11% | / | -17% | -24 | -2% | 0% | -15% | 0%
O=C(Nc1ccccc1SCC1CSc2nc3ccccc3c(=O)n21)c1cccc(Cl)c1 (centres undefined) | 21% | ? | i | 1% | -25 | 3% | -21% | ? | ?
CC1COc2ccccc2N1C(=O)c1ccc(Cl)nc1 (centres undefined) | 0% | -6% | i | -23% | 31 | 1% | -1% | -11% | 12%
CCCCCn1c(=O)[nH]c2cc(C(=O)N3CCN(c4ccc(OC)cc4)CC3)ccc2c1=O | / | / | i | -8% | / | / | / | 10% | -6%
C[C@H](O)Cc1cn(-c2cc3cc(C#Cc4ccsc4)ccc3oc2=O)nn1 | -2% | 0% | i | -11% | 16 | -4% | -3% | 2% | 6%
Cc1cc2ccccc2c(=O)n1CC(=O)NCC(=O)N1CCCC1 | 1% | 9% | i | 1% | 18 | -2% | 14% | 0% | 2%
CCCN1C(=O)c2cc(C(=O)Nc3ccccc3C)ccc2C1Nc1ccccc1C (centres undefined) | ? | ? | i | -12% | -22 | 20% | -2% | -7% | -1%
CCN1CCN(CCCOc2ccc(Cl)cc2Br)CC1 | ? | -23% | i | / | -4 | ? | ? | -14% | -11%
Cn1nnnc1SCCNC(=O)C1CCC(=O)N(Cc2ccccc2F)C1 (centres undefined) | -2% | -1% | i | / | 7 | 5% | 2% | 55% | ?
Cn1nc(C(=O)Nc2ccc(F)c(Cl)c2)c2c1-c1ccccc1S(=O)(=O)C2 | / | / | i | 6% | / | / | / | -3% | -10%
O=S(=O)(Nc1ccccc1OC(F)F)c1ccc(S(=O)(=O)N2CCCC2)cc1 | -8% | -2% | i | 0% | 21 | 7% | -2% | 18µM* | -8%
CCN1C[C@@H]2[C@@H]3C(=O)N(Cc4ccccc4)C(=O)[C@@H]3[C@](Cc3ccccc3)(C1=O)N2C(=O)c1ccc(Br)cc1 | 0% | 5% | i | 6% | -6 | ? | 11% | 20% | 20%
COc1ccc(NC(=O)N(C)C[C@@H]2Oc3c(NC(=O)Nc4c(C)noc4C)cccc3C(=O)N([C@@H](C)CO)C[C@@H]2C)cc1 | -9% | 9% | i | 3% | 7 | -2% | 11% | ? | 15%
CCOC(=O)c1c(C)oc2nc(C)nc(N3CCN(c4ccccc4)CC3)c12 | / | / | ? | ? | / | / | / | ? | ?
O=C(O)c1cc(S(=O)(=O)O)ccc1O | 0% | 28% | i | -18% | -3 | -3% | 13% | 1% | 26%
CC(C)C(=O)Nc1ccc(NC(=O)c2cccc(F)c2)cn1 | -6% | 15% | i | 47%[activator] | -60* | -1% | 26% | 0% | 15%
O=C(NC1CCCCC1)N1CCc2ccccc21 | -23% | -1% | i | 43%[activator] | -2 | 0% | 5% | -15% | -7%
O=C(O)c1ccc2c(c1)C(=O)/C(=C\c1ccco1)C2=O | -8% | -1% | i | -19% | 1 | 3% | -3% | -13% | 6%
CCN(CC)CCNc1ccc(CO)c2sc3ccccc3c(=O)c12 | ? | 21µM* | 32µM* | 28µM* | -105* | ? | 12µM* | ? | 16µM*
COC(=O)Nc1c(-c2ccccc2)nc2ccc(Cl)cn12 | 6% | 4% | i | -3% | -2 | 6% | -5% | 2% | -16%
CC(C)(C)C(=O)Nc1nc2c(s1)COc1ccccc1-2 | 8% | -3% | ? | -3% | 18 | 6% | 0% | ? | ?
CC(C)n1c(N2CCN(S(=O)(=O)c3cccc([N+](=O)[O-])c3)CC2)nc2ccccc21 | 4% | -26% | i | -35% | -72* | -4% | -24% | 18µM* | -28%

High-throughput results from PubChem BioAssay.
